H9c2 TAG inh: inhibitors of triacylglycerol accumulation, primary screen, cell-based, uHTS, fluorescence, H9c2 | H9c2 cells, Nile Red lipid (TAG) fluorescence; cells loaded with 200 µM oleic acid | inhibition, % at 12.5 µM | 230,000 compounds, 0.66% hits;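 active means pattern-corrected inhibition of lipid staining of at least 50% with the nuclear-stain viability signal not falling by more than 50%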;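 further: 0% = DMSO wells and 100% = triacsin C control wells; some results filed as inactive read as strong as hits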
H9c2 TAG inh DAPI viability: second read-out of H9c2 TAG inh, no call of its own (marks repeat the call); DAPI nuclei signal change (viability), lower = more cytotoxic, %;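 whole-well DAPI fluorescence read on a plate reader as a viability signal; minus 50 percent equals half of cells still viable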
* = called active by the depositor. This is a subset; rates above refer to the full screens.

Second line of a record: H9c2 TAG inh, H9c2 TAG inh DAPI viability
Cc1cc(C)nc(Nc2cc([N+](=O)[O-])ccc2C)n1
  14.9, -8.3
Cc1ccc(NC(=O)C(=O)NCCCN2CCCC2=O)cc1
  4.8, 4.6
O=C(COc1ccccc1F)NC12CC3CC(CC(C3)C1)C2
  -8.1, 9.9
Nc1cc(N)nc(SCC(=O)NNC(=O)Cc2ccccc2)n1
  7.0, 9.3
CCn1cc(C(=O)O)c(=O)c2cnc(N3CCN(C(=S)NC(=O)c4ccccc4)CC3)nc21
  11.8, -10.3
CC(C)CCn1c(=O)[nH]c2ccccc21
  3.0, -1.8
NC(=O)c1ccc(NC(=O)COC(=O)c2n[nH]c3ccccc23)cc1
  -5.8, -2.6
Cc1ccc(C)c(OCCC(=O)Nc2cc(S(=O)(=O)N3CCCCC3)ccc2C)c1
  -6.1, -9.4
O=C(Nc1ccccc1C(=O)NCCCN1CCOCC1)c1ccc(F)cc1F
  9.8, 0.6
CSCCC1NC(=O)N(CC(=O)N2N=C(c3ccc(Cl)cc3)CC2c2ccco2)C1=O (configuration not stated)
  25.1, -1.9
COc1ccc2[nH]c3c(=O)n(CCN4CCOCC4)cnc3c2c1
  -2.1, 9.6
Cc1c(CCC(=O)O)c(=O)oc2c(C)c(OCc3cc4c(cc3Cl)OCO4)ccc12
  -9.5, 2.6
Cc1ccc(N2CC(C(=O)Nc3c4c(nn3C(C)(C)C)CS(=O)(=O)C4)CC2=O)cc1C (configuration not stated)
  3.3, -12.9
CN(C)CCCN=Cc1c(-c2ccccc2)[nH]n(-c2nc3ccccc3s2)c1=O
  6.7, -2.8
O=C(CN(C1CCCCC1)S(=O)(=O)c1ccc(Cl)cc1)NCc1cccnc1
  1.0, -11.8
COc1ccccc1CNC(=O)COC(=O)c1cc(C)oc1C
  -3.2, -2.3
CC(NC(=O)CNC(=O)c1sc2ccccc2c1Cl)c1ccc(S(N)(=O)=O)cc1 (configuration not stated)
  6.9, -3.1
O=[N+]([O-])c1ccc(NC(=S)N2CCN(c3ccc(F)cc3)CC2)cc1
  -6.1, 11.9
CCCNC(=O)c1cc2cc([N+](=O)[O-])ccc2s1
  -16.6, 3.0
Cc1cc(/C([O-])=C(/C(=S)Nc2ccccc2)[n+]2ccccc2)c(C)n1-c1ccccc1
  -15.1, 7.5
O=C(C[C@H]1C/C=C\C[C@@H](Cc2ccc(F)cc2)C(=O)OC[C@H]2CCCN2C1=O)N[C@@H](CO)Cc1ccccc1
  15.1, -10.9
Cn1c2c(c(=O)[nH]c1=O)C(c1cccc(O)c1)C1=C(N2)c2ccccc2C1=O (configuration not stated)
  12.0, -16.2
Cc1ccc(C)c(N2CCN(C(=O)C3CCN(c4nnc(N5CCCC5=O)s4)CC3)CC2)c1
  26.4, 4.2
COc1ccc2nc(NN=C(C)c3ccccn3)cc(C)c2c1
  67.2*, -38.6*
CC(C)Oc1cccc(-c2nnc(SCC(=O)Nc3ccc4c(c3)OCCO4)n2N)c1
  0.6, 4.9
O=C(Nc1ccc2c(c1)OCO2)N1CCC(CO)(CC2CCCCO2)CC1 (configuration not stated)
  1.9, -10.7
Nc1ccc(CCCC(=O)NCc2cccnc2)cc1
  -12.9, 6.3
CCc1ccc(CNC(=O)c2ccc(OC3CCN(C(=O)COC)CC3)cc2)nc1
  -2.5, 7.6
COC(=O)/C=C1/SC(=NC(=O)c2ccc(Cl)cc2)NC1=O
  6.7, 2.7
COc1ccc(CN(C#N)c2nc(C)cc(C)n2)cc1
  -5.0, -1.8

Reprinted at random: 3 compounds from above
Second line of a record: H9c2 TAG inh, H9c2 TAG inh DAPI viability
CCCNC(=O)c1cc2cc([N+](=O)[O-])ccc2s1
  -16.6, 3.0
COC(=O)/C=C1/SC(=NC(=O)c2ccc(Cl)cc2)NC1=O
  6.7, 2.7
Cc1c(CCC(=O)O)c(=O)oc2c(C)c(OCc3cc4c(cc3Cl)OCO4)ccc12
  -9.5, 2.6

Further compounds:
Second line of a record: H9c2 TAG inh, H9c2 TAG inh DAPI viability
COC(=O)C(C(=O)N1CCN(C)CC1)C1CCCCCC1 (configuration not stated)
  2.3, -2.9
O=[N+]([O-])c1ccc(CSC2=NCCS2)cc1
  1.2, -0.4
COc1ccc(S(=O)(=O)Nc2ccc3c(c2)[C@H]2C[C@H](CC(=O)NCC4CC4)O[C@@H](CO)[C@H]2O3)cc1
  -2.0, -1.2
O=C(CN1C(=O)CSC1=O)Nc1ccc(N2CCOCC2)cc1
  -11.4, -9.9
O=C(Cn1cc(C(F)(F)F)ccc1=O)NC1CCCC1
  6.0, -9.7
Cc1cc(NC(=O)Cc2ccccc2)no1
  4.6, -3.6
O=C(c1ccc(F)cc1)N(NC(=O)C(O)(c1ccccc1)c1ccccc1)c1ccccc1
  -8.7, 3.0
Cc1nc(CS(=O)(=O)c2ccccn2)sc1C(=O)NNC(=O)c1ccc(Cl)cc1
  0.7, 3.2
Cn1c(C(=O)OC(C(=O)NC2CCCCC2)c2ccccn2)cc2sccc21 (configuration not stated)
  10.5, 4.2
Cc1ccc(S(=O)(=O)NC(C)(C)CSc2nnc(N)s2)cc1
  6.7, -1.7
CC(CN1CCCCC1)NC(=O)c1cccs1 (configuration not stated)
  4.1, 2.5
CC(=O)c1ccc(NC(=O)CO/N=C(\C)c2cccs2)cc1
  -6.4, 10.5
Cc1c(C(=O)N2CCN(S(=O)(=O)c3ccc(F)cc3)CC2)oc2ccccc12
  15.0, -7.9
O=C(COc1cccc2c1CCNC2=O)Nc1cccc(C(F)(F)F)c1
  10.4, -1.2
Cc1ccccc1OCCSc1nnc(-c2cccnc2)n1N
  18.4, -3.2
CCCCNC(=O)COC(=O)CCC(=O)c1ccc(F)cc1
  10.2, -9.5
O=C(CN1CCOCC1)Nc1c(Cl)cc(Cl)cc1Cl
  6.8, -7.4
CCOc1cc(N2CCOCC2)c(OCC)cc1NC(=O)CN1C(=O)NC(CC)(c2ccc(F)cc2)C1=O (configuration not stated)
  17.9, 1.0
Cc1ccc(C(=O)NCC(=O)N2CCCN(S(=O)(=O)c3ccc(C)cc3)CC2)cc1
  9.8, 3.6
CCc1cccc(C)c1NC(=S)NCC1CCN(c2ccc(OC)cc2)C1 (configuration not stated)
  10.1, 8.3
O=C(NNC(=O)c1ccc([N+](=O)[O-])o1)c1ccccc1
  14.8, -12.4
Cc1cc(N/C=C\C(=O)c2ccc(Cl)c(Cl)c2)no1
  4.6, -8.5
Cc1ccc(NC(=S)NNC(=S)NNc2ccccc2)cc1C
  0.0, -1.0
Cc1ccccc1S(=O)(=O)Oc1ccccc1C(=O)Oc1ccccc1
  -22.8, 6.4
O=C(Nc1ccc(Cl)c(S(=O)(=O)N2CCOCC2)c1)c1cc2ccccc2oc1=O
  2.7, -0.9
CCC(C(=O)O/N=C(\N)c1cccc(C)c1)c1ccccc1 (configuration not stated)
  -13.3, -4.2
COc1cccc(C(C(=O)NC(C)(C)C)N(C(=O)CCC(=O)Nc2cc(C)on2)C(C)C)c1OC (configuration not stated)
  3.8, 3.2
CN1C(=O)C(C)(C)c2cc(S(=O)(=O)N3CCCC3C(=O)NCc3ccccc3Cl)ccc21 (configuration not stated)
  2.6, -4.9
Cc1ccc(C(=O)C(C)OC(=O)Cc2n[nH]c(=O)c3ccccc23)cc1 (configuration not stated)
  -1.3, -8.1
C#CCNC(=O)C1=C[C@@H](C2CC2)C[C@@H](OCc2ccc(CO)cc2)O1
  -18.7, 0.0
CCN(CC)C(=S)SCC(=O)Nc1ccc(S(N)(=O)=O)cc1
  -7.1, 11.7
N#CC(Nc1ccccc1)c1ccccc1OCc1ccccc1 (configuration not stated)
  4.3, 8.6
CCN(C(=O)CSc1cc(C)c2ccccc2n1)c1c(N)n(Cc2ccccc2)c(=O)[nH]c1=O
  -7.6, 8.8
Cc1cccc2c(N)c3c(nc12)CCCC3 (tested in a mixture with another compound)
  23.8, -6.8
CC(=O)OC1CCC2(C)C(CCC3C2CC(=NO)C2(C)C(C(C)OC(C)=O)CCC32)C1 (configuration not stated)
  35.2, 0.4
O=C(CNC(=O)c1ccccc1)N/N=C/c1cccs1
  10.4, 0.7
CCCNC(=O)CN(c1ccccc1)S(=O)(=O)c1ccc(OC)c(OC)c1
  1.2, -4.4
CC(=O)c1c(C)nn(C(C)CC(=O)O)c1C (configuration not stated)
  1.3, 2.6
CCN(CC)CCCn1c2c(c(SCC(=O)Nc3ccc(C)c(F)c3)nc1=O)CCC2
  23.0, -3.3
CCOC(=O)/C(=N/Nc1ccc(OC)cc1)N1CCCc2ccccc21
  -14.8, 2.2
O=C(Nc1cccc2cccnc12)c1ccccc1Br
  -8.5, 2.3
CC(C)CC1(C)NC(=O)NC1=O (configuration not stated)
  9.9, -4.2
O=C(c1cc(COc2c(F)cccc2F)on1)N1CC[C@@H]2CCCC[C@H]2C1
  -12.4, -4.4
Cc1ccc(NC(=O)COC(=O)C2CC2(Cl)Cl)cc1C (configuration not stated)
  -14.3, 12.2
Cc1ccc2cc(CN(C(=O)c3ccco3)c3cccc(C)c3C)c(=O)[nH]c2c1
  -10.2, 0.3
CC(C)(C)c1ccc(C(=O)NCC(=O)OCCN2C(=O)c3ccccc3C2=O)cc1
  15.1, -1.3
O=C(O)C1Nc2ccc(Br)cc2C2C=CCC12 (configuration not stated)
  -2.4, 6.3
Cc1cccc(N(CC(=O)NCc2ccco2)S(=O)(=O)c2ccccc2)c1
  -0.1, 4.5
COC(=O)c1sccc1NC(=S)N1CCCCC1C (configuration not stated)
  -3.2, 3.1
O=C1c2ccccc2C(=O)N1S(=O)(=O)c1ccccc1
  0.6, 1.5
CCN(C(=O)CSc1nc(C)c(C)c(C)n1)C1CCS(=O)(=O)C1 (configuration not stated)
  0.7, 5.2
O=C(Nc1cccc(C(=O)N2CCOCC2)c1)c1ccccc1
  -30.6, 3.6
CCCN1CCC(=O)N([C@H](CSc2ccc(C)cc2)Cc2ccccc2)CC1
  -6.4, 6.7
CC1=NN(C(=O)Cc2ccc([N+](=O)[O-])cc2)C(O)(C(F)(F)C(F)(F)F)C1 (configuration not stated)
  -15.7, 9.1
CCC(C)[C@H]1CNCCN1CCc1cc(C(F)(F)F)cc(C(F)(F)F)c1 (some centres not stated)
  17.5, -2.6
CCCCn1nnnc1SCC(=O)Nc1ccc2c(c1)OCO2
  2.1, -14.3
COC(=O)CC1=NN(c2nc(C)cc(C)n2)C(=O)C1
  -9.0, 3.5
CCC(=O)c1ccc(OCc2ccc(C(=O)OC)cc2)c(OC)c1
  -10.1, 3.8
N#Cc1ccsc1NC(=O)CN1C(=O)NC2(CCCCC2)C1=O
  7.8, 1.6
Cc1cccc(N(C)C(=O)COc2cc(=O)n(C)c3ccccc23)c1
  3.0, -0.8

Remaining list, next part.
| mol | H9c2 TAG inh | H9c2 TAG inh DAPI viability |
| --- | --- | --- |
| Nc1cc(C(=O)OCC(=O)NCC2CCCO2)ccc1Cl (configuration not stated) | 2.3 | 21.4 |
| O=C(CN1c2cccc3cccc(c23)S1(=O)=O)N1CCCCC1 | 0.5 | 3.0 |
| CN(C)CCCOC(=O)c1ccc(Cl)cc1 | 25.2 | -19.7 |
| CC(OC(=O)C(NC(=O)c1ccco1)C(C)C)C(=O)Nc1ncc(Cl)cc1Cl (configuration not stated) | -5.7 | 6.3 |
| O=C(Nc1cc(Cl)ccc1Cl)N1CCCC1 | -20.1 | 7.4 |
| Clc1ccc2c(N/N=C/c3cccnc3)ccnc2c1 | -13.6 | 10.9 |
| CCCn1c(N)c(N(CCOC)C(=O)Cc2ccc(S(=O)(=O)N3CCOCC3)s2)c(=O)[nH]c1=O | 6.1 | 0.9 |
| CC(=O)Oc1ccc2c(c1)O/C(=C\c1ccncc1)C2=O | 9.3 | 6.1 |
| N#Cc1c(-c2cccc(Cl)c2)[nH]c(=S)[nH]c1=O | 8.8 | -2.0 |
| O=C(OCN1C(=O)c2ccccc2C1=O)c1cccc(S(=O)(=O)N2CCOCC2)c1 | -10.0 | -4.6 |
| CN[C@H]1C[C@H]2c3cc(-c4ccccc4)ccc3CCN2C(=O)[C@H]1[C@H](C)O | 15.0 | -13.3 |
| Cc1cccc(N2CCN(C(=O)C3CCN(S(=O)(=O)N4CCOCC4)CC3)CC2C)c1 (configuration not stated) | -6.9 | 1.1 |
| Cc1cccc(C)c1NC(=O)CNC(=O)C1CCCC1 | 7.4 | -9.2 |
| CCOC(=O)C1=C(C)OC(N)=C(C#N)C1c1ccc(C)s1 (configuration not stated) | 6.8 | -1.3 |
| CCN(CC)C(=O)c1cccc(-c2csc(C(O)c3ccc(F)c(OC)c3)n2)c1 (configuration not stated) | -11.1 | 0.7 |
| Cc1cc(NC(=O)CSc2n[nH]c(-c3ccccc3Br)n2)no1 | 5.8 | -7.9 |
| CC1CCC(C(C)C)C(OCC(O)CNC(C)C)C1 (configuration not stated) | 1.5 | 11.5 |
| CCOC(=O)c1ccc(NC(=O)CN2C(=O)C(C)SC(C)C2=O)cc1 (configuration not stated) | 0.8 | -0.6 |
| COc1ccc(S(=O)(=O)NCc2ccccc2Cl)cc1OC | -18.9 | 8.0 |
| CCOC(=O)COc1c(C=O)cc(Br)cc1OC | 14.1 | -7.9 |
| C[C@@H](NCCCn1ccc(NC(=O)OCc2ccccc2)nc1=O)c1cccc2ccccc12 | 28.0 | 6.4 |
| Cc1ncc(CC(=O)n2cc(C(=O)c3cc(Cl)ccc3O)cn2)s1 | -18.3 | 12.6 |

A second format for part of the listing above.
CN[C@H]1C[C@H]2c3cc(-c4ccccc4)ccc3CCN2C(=O)[C@H]1[C@H](C)O
  H9c2 TAG inh: 15.0
  H9c2 TAG inh DAPI viability: -13.3
Cc1cccc(N2CCN(C(=O)C3CCN(S(=O)(=O)N4CCOCC4)CC3)CC2C)c1 (configuration not stated)
  H9c2 TAG inh: -6.9
  H9c2 TAG inh DAPI viability: 1.1
Cc1cccc(C)c1NC(=O)CNC(=O)C1CCCC1
  H9c2 TAG inh: 7.4
  H9c2 TAG inh DAPI viability: -9.2
CCOC(=O)C1=C(C)OC(N)=C(C#N)C1c1ccc(C)s1 (configuration not stated)
  H9c2 TAG inh: 6.8
  H9c2 TAG inh DAPI viability: -1.3

High-throughput results deposited in PubChem BioAssay by Sanford-Burnham Center for Chemical Genomics.
